Screening data (PubChem BioAssay)
HSP90 refold inh: blocks HSP90-mediated luciferase refolding in reticulocyte lysate; inhibition, % at 5.6 µM; actives 0.91% (n = 290,000); Rabbit reticulocyte lysate, luciferase refolding luminescence, 3 h;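 active = inhibition above the screen-wide mean plus 3 SD, computed separately per campaign, cut at about 16% in these data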;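 note: 0% = DMSO wells and 100% = 60 µM geldanamycin wells; inhibitors lower the luminescence because luciferase stays unfolded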
GSK3 alpha inh: inhibitors of human GSK-3 alpha kinase. P49840. ADP-Glo luminescence, 60 min. inhibition, % at 10 µM. actives 0.1% (n = 320,000);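 in the data active = inhibition above about 50%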;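 note: GST-tagged GSK-3 alpha with peptide substrate and 25 µM ATP; 0% = DMSO neutral wells and 100% = GW8510 positive control wells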
HDAC3 inh: human HDAC3 inhibition; actives 0.15% (n = 320,000); recombinant HDAC3, fluorogenic peptide/trypsin coupled, fluorescence; O15379; inhibition, % at 8.3 µM; in the data active = inhibition above about 26%, passing the limit was not always enough; inconclusive = no clear call, values can overlap the other calls
Target sequence (O15379 whole entry, looked up): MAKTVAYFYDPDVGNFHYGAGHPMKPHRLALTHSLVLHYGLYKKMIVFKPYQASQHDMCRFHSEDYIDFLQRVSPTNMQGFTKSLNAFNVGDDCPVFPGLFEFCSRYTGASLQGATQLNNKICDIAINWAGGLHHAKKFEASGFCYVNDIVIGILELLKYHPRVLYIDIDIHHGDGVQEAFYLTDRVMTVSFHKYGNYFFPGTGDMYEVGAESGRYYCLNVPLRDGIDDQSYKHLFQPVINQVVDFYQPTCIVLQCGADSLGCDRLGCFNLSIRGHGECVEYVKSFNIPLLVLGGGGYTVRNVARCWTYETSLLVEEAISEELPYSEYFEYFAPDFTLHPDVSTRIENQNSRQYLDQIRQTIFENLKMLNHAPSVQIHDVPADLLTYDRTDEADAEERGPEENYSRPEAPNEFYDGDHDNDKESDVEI
HSF-1 act: increases HSF-1 driven luciferase reporter signal | NIH3T3-HGL HSF-1 luciferase reporter, MG132, 8 h; 100% = twice DMSO control signal | activation, % at 9 µM | actives 1.7% (n = 300,000) | AID 504408;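 active = mean replicate activation of at least 50% with a set share of replicates each reaching 50%; inconclusive = only one of those two conditions met; inactive = mean below 50% and too few replicates reaching it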;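 note: 0% = median of the neutral control wells and 100% = twice that signal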
Platelet DG rel: platelet dense granule release activity. actives 0.22% (n = 300,000). AID 1663. human platelet-rich plasma, SFLLRN dense granule ATP release, luminescence. inhibition, %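 (compounds screened at 7.5 µM in platelet-rich plasma)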;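 active = mean replicate score, as percent of positive control, at or above 50; inconclusive = mean below 50 but at least one replicate at or above 50; inactive = mean and every replicate below 50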
HSF1 inhib: HSF1 inhibition | NIH3T3-HGL HSE-luciferase, MG132-induced, luminescence 8 h; stronger effect = lower value | activity change, negative = inhibition, % at 7.5 µM (by protocol) | actives 0.77% (n = 300,000) | AID 2098;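 active = more than half of replicate wells show activity change below -50%, luminescence cut by over half; inconclusive = some wells, but at most half, below -50%; inactive = no replicate well below -50%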;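 note: luciferase reports HSF-1 transcriptional activity via heat shock element; 0% = median of DMSO wells and -100% = zero luminescence signal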
DYRK1A inh: Dyrk1A (rat) kinase inhibition; Q63470; ADP-Glo luminescence, NFATc1 peptide; inhibition, % at 12.5 µM; actives 0.43% (n = 310,000); AID 504441; in the data active = inhibition above about 50%;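 note: plate controls were vehicle with enzyme for no effect and no enzyme for full effect; many of its hits are not listed in these tables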
GSK3beta inhib: blocks human GSK3beta kinase activity; actives 0.038% (n = 300,000); P49841; GST-GSK3beta kinase, ADP-Glo luminescence, 60 min; stronger effect = lower value; activity score (negative = inhibition), % at 10 µM;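 active = more than half of replicate wells score below -50%, meaning over 50% inhibition versus plate controls; inconclusive = some replicates but at most half score below -50%; inactive = no replicate scores below -50%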;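 note: 0% = median DMSO wells and -100% = median GW8510 positive control wells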
Target sequence (P49841 whole entry, looked up): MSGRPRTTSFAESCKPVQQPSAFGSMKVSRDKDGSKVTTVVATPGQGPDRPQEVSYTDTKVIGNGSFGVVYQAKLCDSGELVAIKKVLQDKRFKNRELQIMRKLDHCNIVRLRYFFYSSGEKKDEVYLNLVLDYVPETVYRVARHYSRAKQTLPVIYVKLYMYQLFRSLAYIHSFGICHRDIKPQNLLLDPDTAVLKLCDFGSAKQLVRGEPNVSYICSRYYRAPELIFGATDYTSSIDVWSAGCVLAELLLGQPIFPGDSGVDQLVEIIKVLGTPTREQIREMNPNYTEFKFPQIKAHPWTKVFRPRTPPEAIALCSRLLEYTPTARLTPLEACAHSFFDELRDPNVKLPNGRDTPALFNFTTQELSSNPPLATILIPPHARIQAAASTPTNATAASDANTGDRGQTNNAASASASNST
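Assay system: GST-tagged human GSK3beta kinase, cell-free; Input: 1.6 ng GSK3beta; Medium: Tris/MgCl2 kinase buffer; Timing: 60 min enzyme reaction, room temperature; Signal: ADP-Glo luminescence quantifying ADP generated by kinase; Evaluation: score relative to plate controls; Benchmarks: DMSO neutral wells and GW8510 at 20 µM as positive.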
PolyA inhibitor: blocks polyadenylation in yeast reporter cells; S. cerevisiae SKY197-pL101 polyadenylation reporter, beta-gal luminescence; efflux-impaired pdr1/pdr3 knockout yeast; score 100 = 6 SD above DMSO; calls only at 12 µM; actives 0.02% (n = 300,000); AID 1875;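 active = lowest replicate activity score at least 50, where 100 means six control SD above control mean; inconclusive = lowest score under 50 but half or more replicates reach 50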;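 note: yeast exposed to compound for 9 h at 30 °C; higher score means more reporter readthrough which indicates perturbed polyadenylation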
AI-2 QS mod: Vibrio harveyi AI-2 quorum sensing modulation; activity change, % at 7.5 µM; AID 2094; actives 0.4% (n = 300,000); Vibrio harveyi JMH597 AI-2 luminescence/OD600 ratio, 9 h; stronger effect = lower value; strain lacks LuxN and CqsS sensors; 0 = neutral-control median; in the data active = activity change below about -75%, passing the limit was not always enough; inconclusive = no clear call, values can overlap the other calls;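 note: luminescence divided by OD600 gain over 9 h not by final OD600 alone; inactives centre near 13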
Active calls of the source: *; i = inactive; ? = inconclusive; . = no result given. Not all compounds are listed (hit frequency here may not be typical).

HSP90 refold inh	GSK3 alpha inh	HDAC3 inh	HSF-1 act	Platelet DG rel	HSF1 inhib	DYRK1A inh	GSK3beta inhib	PolyA inhibitor	AI-2 QS mod	Compound
-3.2	1.0	0.1	30.9	-8.1	8.5	-0.8	0.2	i	-14.4	O=C(CN1CCN(c2nc(-c3ccc(F)cc3)cs2)CC1)NCc1ccc2c(c1)OCO2
0.7	-1.8	-1.0	-8.9	1.1	-7.3	0.6	0.1	i	25.2	Cc1ccc2nc3c(c(C(=O)O)c2c1)CCC3
-1.2	2.7	-1.9	-14.5	-2.1	-1.5	-3.3	-0.5	i	61.9	CCn1c(SCC(=O)N2CCCCC2)nnc1-c1ccc(S(=O)(=O)N2CCN(C)CC2)cc1
-1.8	-1.0	0.8	-6.1	7.1	-6.8	-9.8	0.4	i	7.6	Cc1cc(C)n(-c2cc(C)c(C)cc2Br)n1
9.3	-0.6	0.8	-19.3	1.2	-14.9	-2.7	-3.8	i	0.6	COc1ccc(NC(=O)/C=C/C(=O)O)cc1Cl
-0.6	0.4	4.3	8.8	-18.4	0.6	-4.2	2.3	i	15.5	CCc1ccc(NC(=O)CN(c2cc(C)cc(C)c2)S(=O)(=O)c2c(C)[nH]c(=O)[nH]c2=O)cc1
-2.1	2.1	-3.7	-1.0	2.2	-6.3	-0.6	1.2	i	18.6	CCCn1c(=O)c(C(=O)NCc2ccco2)c(O)c2ccccc21
-4.4	-2.5	-8.4	1.7	1.8	-2.8	3.6	0.3	i	-0.3	O=C(Nc1ccc(F)cc1)c1ccccc1NS(=O)(=O)N1CCCC1
-2.5	-6.2	3.6	23.2	-1.0	15.1	9.3	-1.1	i	4.8	CCN(CCn1cccn1)C(=O)CCc1nnc(C2(c3ccc(Cl)cc3)CCC2)o1
8.7	-1.6	-6.6	-6.7	-19.8	-8.1	0.6	2.9	i	7.4	CCc1ccccc1NC(=O)c1ccc2nc(N3CCOCC3)sc2c1
-2.1	0.3	-19.2	-7.9	19.2	-3.6	-2.6	5.5	i	22.6	CCOc1ccc(NC(=O)CN(C)S(=O)(=O)c2ccc(-c3ccc(=O)[nH]n3)s2)cc1
-4.8	3.0	0.1	1.6	4.8	-5.5	-1.6	-0.3	i	9.4	O=C(CSC1=NCCN1)NC12CC3CC(CC(C3)C1)C2
13.7	-0.4	11.6	.	7.0	.	6.3	-1.0	i	5.9	Brc1ccc(C2CC(c3ccccc3)=Nc3ccccc3N2)cc1 (stereo not given)
4.1	-1.4	3.2	.	15.9	.	-1.3	2.4	i	15.5	O=C(COC(=O)c1ccccc1C(=O)c1ccc(Cl)cc1)NC(c1ccccc1)c1ccccc1
-1.6	-0.8	2.4	-2.3	13.1	-4.3	4.9	3.9	i	15.3	CCCS(=O)(=O)c1c(S(=O)(=O)CCC)c2c(C)cccn2c1C(N)=O
0.5	-1.8	6.1	-12.2	6.6	-1.3	-2.9	-3.8	i	43.0	COc1ccc(OCC(O)CN2CCN(Cc3ccc4c(c3)OCO4)CC2)cc1 (stereo not given)
-2.0	-2.0	-6.7	-12.3	-7.3	-3.3	-2.4	-0.9	i	20.8	CCC(C)NC(=O)C1c2ccccc2C(=O)N1Cc1ccc(F)cc1 (stereo not given)
5.4	-1.4	3.0	15.0	-4.9	-1.2	11.1	1.3	i	13.9	COc1ccc(C2SCC(=O)N2c2ccc(C)cc2)cc1 (stereo not given)
1.8	0.5	?	23.7	-3.7	21.6	6.1	2.2	i	8.4	COC(=O)C1=C(C)N(Cc2ccc(C)cc2)C(=O)/C1=C\c1ccc(O)c(OC)c1
-1.1	0.1	-3.6	-9.0	1.7	0.8	-0.6	2.4	i	20.5	COCCCNC(=O)/C=C/c1cccc(Cl)c1
2.3	1.9	-6.6	9.7	-5.1	4.9	5.6	-1.6	i	7.9	CSc1ccc(CCNC(=O)CS(=O)(=O)Cc2nc(-c3ccccc3F)oc2C)cc1
-3.0	-3.2	6.3	-11.2	4.3	9.3	0.8	7.8	i	28.1	Cc1ccc(NC(=O)CN2C(=O)S/C(=C\c3cc(C)n(-c4cccc(C(=O)O)c4)c3C)C2=O)cc1
11.4	.	.	0.5	4.3	4.1	.	1.0	i	19.5	COc1ccc2c(c1)Sc1ccccc1N2
-5.5	0.3	4.7	53.5*	0.0	23.6	-3.0	0.6	i	25.2	Cc1cc([N+](=O)[O-])ccc1NC(=O)c1csc(C)c1C
.	.	-6.7	-6.0	-5.6	-1.9	8.5	-2.9	i	25.6	C#CCNC(=O)C1=C[C@@H](c2ccc(C#C)cc2)C[C@@H](OCc2ccc(CO)cc2)O1
0.6	-1.8	3.0	-11.4	2.4	-3.5	-4.1	1.2	i	11.3	Cc1c(C(=O)CN2CCSCC2)c2ccccc2n1C
10.2	-2.4	-1.9	104.1*	10.6	91.8	4.8	1.3	i	28.8	O=C(Nc1nc2cc3c(cc2s1)OCCO3)c1ccc([N+](=O)[O-])o1
.	0.0	3.0	0.8	2.5	8.7	-1.5	-0.4	i	25.5	C[C@H](NC(=O)c1nc[nH]c1C(=O)N1CCNCC1)C(=O)OCc1ccccc1
0.1	-2.8	-2.1	30.0	-5.0	0.6	0.5	2.4	i	19.9	O=C(NC1CCCc2ccccc21)c1cc(F)cc(F)c1 (stereo not given)
-0.4	-0.5	-0.1	-56.8	-0.6	-45.6	-68.9	1.9	i	13.6	Cc1ccccc1OCC(=O)OCC(=O)c1ccc(-c2ccccc2)cc1
7.8	-3.6	3.1	63.3*	15.2	36.4	-6.5	4.4	i	8.3	C/C(=N\Nc1cccc2cccnc12)c1ccc[nH]1
4.7	3.2	-0.1	1.6	2.9	-3.2	-0.7	1.8	i	29.9	O=C(NCCCN1CCOCC1)c1ccc2c(c1)N(Cc1cccc(Cl)c1)C(=O)CS2
-1.2	-0.1	7.6	11.7	10.2	3.8	-9.2	1.0	i	-1.6	COc1ccc(N2C(=O)CC(NC34CC5CC(CC(C5)C3)C4)C2=O)c(OC)c1 (stereo not given)
-1.9	3.8	-1.7	21.6	3.4	6.3	.	1.4	i	14.5	O=C(C1=C[C@@H]2[C@H]3C(=O)N(c4ccccc4Cl)C(=O)[C@H]3[C@@H](C(=O)c3ccc(Cl)cc3)N2C=C1)c1ccccc1
-0.5	-1.8	-3.4	8.2	1.9	-4.1	.	-25.3	i	17.8	CC(C)(C)c1csc(NC(=O)c2cccnc2)n1
2.7	-0.9	0.6	9.2	-0.8	-5.2	17.5	-3.3	i	16.5	Cc1cc(-c2nnc(CCC(=O)N(CC3CC3)CC3CCCO3)o2)no1 (stereo not given)
-3.0	-4.5	-3.4	5.3	12.1	1.6	5.6	1.6	i	3.8	C=CCNC(=O)Cc1c(OC)ccc2cc(Br)ccc12
1.0	-0.4	4.2	-8.1	-0.2	-3.9	-7.8	0.4	i	20.4	COc1ccc(CCN2CC(C(=O)NCc3ccco3)CC2=O)cc1OC (stereo not given)
-0.2	-3.8	14.9	16.0	2.3	-3.8	6.0	-1.6	.	11.4	COCCN1C(=O)/C(=C/c2ccc(N3CCCC3)cc2)SC1=S
2.9	-3.9	.	-42.9	-6.2	-42.0	-0.1	0.4	i	18.3	COc1ccccc1NS(=O)(=O)c1cccc(-n2c(O)c(C=Nc3ccccc3C(=O)O)c3ccccc3c2=O)c1
-2.0	-2.5	4.2	26.9	0.1	0.2	-1.1	2.7	i	6.0	CN(Cc1ccccc1)C(=O)CCC(=O)N(C)Cc1ccccc1
-1.6	-1.8	-30.2	-11.6	-1.2	-1.3	2.9	1.3	i	4.5	O=C1c2ccccc2NC(c2ccncc2)N1c1ccccn1 (stereo not given)
1.8	3.3	3.0	30.9	2.6	-0.6	4.9	-1.8	i	4.2	CCC(C)C1NC(=S)N(C2CCCCC2)C1=O (stereo not given)
3.0	5.0	0.6	9.2	7.3	2.6	-0.4	-0.9	i	13.6	CCOC(=O)/C(C#N)=C/c1ccc(SC)cc1
-0.3	-1.3	3.0	-0.6	-7.5	1.0	-5.4	-5.8	i	-88.6*	COc1ccc(NC(=O)C2CSC(C)(C)N2C=O)cc1 (stereo not given)
7.2	1.0	-5.5	-1.2	0.1	-13.8	-3.0	-0.6	i	8.9	COc1ccc(C(=O)NCc2nnc(SCC(=O)N3CCCCC3)o2)cc1OC
5.2	-2.2	-2.6	-1.8	-16.8	8.8	.	0.1	i	-4.2	O=C1CCCCC1C(=O)c1ccccc1 (stereo not given)
2.6	.	-5.1	32.4	4.6	6.1	6.3	-3.0	i	14.3	COc1ccccc1C(=O)NNC(=O)c1ccc(F)cc1
-1.1	0.8	-4.1	-9.1	-2.6	-5.9	6.2	3.2	i	10.9	Cc1cccc(NC(=O)c2cc(NC(=O)c3ccccc3)ccc2N2CCCCC2)c1
-3.5	-31.7	5.8	0.8	2.3	-6.2	0.0	-1.4	i	15.0	O=C(Cc1ccc(Cl)cc1)NN1C(=O)c2ccccc2C1=O
.	-2.6	0.8	7.6	-11.5	10.2	.	-2.5	i	18.5	Cc1ccc(C)c(NC(=O)CN(C)C(=O)c2oc3c(Cl)cccc3c2C)c1
1.7	-0.4	-6.3	14.2	-11.2	-0.9	2.4	1.0	i	10.0	CCCn1cc(CN2CCCC(CNC(=O)c3ccc(F)cc3)C2)c(C)n1 (stereo not given)
-1.7	1.7	-6.2	9.2	0.0	2.6	-3.6	3.6	i	44.4	CC(=O)Nc1ccc(NC(=O)c2ccccc2Nc2ccccc2)cc1
2.8	-0.8	1.8	0.7	7.4	7.4	-1.6	-0.8	i	3.3	O=C(COc1ccccc1C(=O)NCc1ccncc1)Nc1ccc(Br)cc1
1.7	-0.8	-0.5	6.8	-1.5	-0.9	-4.9	-0.7	i	-0.3	O=C(O)/C=C\C(=O)NCc1ccccc1
3.0	-0.6	-0.1	24.8	9.9	14.2	-1.3	-2.0	i	30.3	CCn1cc(C(=O)NC(=S)Nc2cccc(O)c2)cn1
.	-0.3	8.7	5.7	0.3	0.6	-10.1	-1.0	i	25.4	Cc1ccc(N2C3=C(C(=O)CC(C)(C)C3)C(c3cn(C)nc3C)C3=C2CC(C)(C)CC3=O)cc1
-1.9	-2.3	2.0	-11.0	-0.8	-5.8	-5.9	-0.3	i	25.5	NC(=O)[C@@H]1CCCNc2c(F)cc([N+](=O)[O-])cc2C(=O)N[C@@H](CO)C(=O)NCC(=O)N1
4.7	-0.3	6.5	-10.4	-6.2	-2.6	-3.1	-0.2	i	-7.7	O=C(CN(C(=O)c1ccccc1Cl)N1C(=O)C2C3C=CC(C3)C2C1=O)c1cccs1 (stereo not given)
